JMJD2C inh: inhibitors of human GASC-1 (JMJD2C) demethylase. Q9H3R0. GST-JMJD2C(1-420) H3K9me3 demethylation, DELFIA europium. inhibition, % at 2.35 µM. 0.069% of 330,000 active. AID 2099;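 active means more than half of a compound's replicate wells show inhibition beyond 50%, single wells judged on their own value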;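 further: signal counts dimethyl H3K9 product captured on neutravidin plate; 0% = median of DMSO wells and 100% = 0.3 times that DMSO median; strong numbers were not always called active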
GRK2 inh: blocks RNA aptamer binding to human GRK2 | 0.59% of 330,000 active | inhibition of aptamer binding, % at 10 µM | P25098 | bead flow cytometry, FAM-aptamer displacement from GRK2;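 active means inhibition of aptamer binding above 40%, roughly 3 SD of noise, on plates passing a quality check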;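 further: median bead fluorescence of bound FAM aptamer so fluorescent compounds give negative values; no value below 0 was filed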
PP1 inh: blocks human PP1-alpha phosphatase, a PP5 counter-screen | AID 2235 | inhibition, % at 6.7 µM | 0.9% of 320,000 active | purified PP1alpha, OMFP fluorescence;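 active means inhibition above the mean inhibition of all tested compounds plus 3 SD, computed separately for each screening campaign, cut at about 15% in these data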
core dimer inh: blocks dimerization of HCV core protein; inhibition, % at 5 µM; 0.33% of 300,000 active; AID 1899; TR-FRET GST/Flag-core106 dimerization, 1536-well;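 active means inhibition above the mean of all tested compounds plus 3 SD, set per screening campaign, cut at about 45% in these data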
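System: GST-tagged and Flag-tagged HCV core protein residues 1-106 / Input: core106 proteins, GST 13.5 nM and Flag 17 nM / Buffer or medium: KF-containing HEPES buffer, pH 7.45, DTT, CHAPS, BSA / Probe or stimulus: Eu-anti-GST and XL665-anti-Flag labelled anti-tag antibodies / Schedule: 4 h, 22.5 °C incubation / Technique: TR-FRET 671 and 617 nm emission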
proCasp7 act: activates human procaspase-7, counter-screen for procaspase-3 activators; P55210; recombinant procaspase-7, Ac-DEVD-pNA absorbance 405 nm; D23A/D198A/D206A triple mutant, cannot self-cleave; scale: DMSO 0, 5 µM enzyme 100; activation, % at 8.5 µM; 0.093% of 330,000 active;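 active means percent activation above the screen-wide mean plus 3 SD, cut at about 25% in these data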
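Detection: p-Nitroaniline absorbance at 405 nm, read at 0 and 120 min; system: Uncleavable procaspase-7 mutant enzyme; evaluation: % activation from two-timepoint absorbance difference, scaled to controls; times: 1 h enzyme–compound preincubation and 2 h substrate reaction, both 25 °C; buffer or medium: Zinc-free HEPES pH 7.4 with 300 mM NaCl, 0.01% Triton X-100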
CTSL1 counter: counter-screen for PFM18AAP inhibitors: inhibitors of F. hepatica cathepsin L1 | recombinant F. hepatica cathepsin L1, Z-Leu-Arg-MCA fluorescence | inhibition, % at 5.96 µM | 0.49% of 300,000 active;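 active means inhibition above the mean of all tested compounds plus 3 SD, set per screening campaign, cut at about 17% in these data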;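 further: 0% = plate median of test compound wells and 100% = 1 µM Z-Phe-Ala-diazomethylketone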
PP5 inh: PP5 (human) phosphatase inhibition; inhibition, % at 6.7 µM; 0.18% of 320,000 active; AID 1987; purified PP5c, OMFP substrate fluorescence;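 active means inhibition above the campaign's mean inhibition across all tested compounds plus 3 SD, cut at about 9.5% in these data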;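 further: 0% = DMSO only and 100% = 100 µM cantharidin control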
proCasp3 act: activates human procaspase-3. recombinant procaspase-3 D3A, Ac-DEVD-pNA absorbance 405 nm. 0.11% of 330,000 active. activation, % at 8.5 µM;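 active means activation above the mean of all tested compounds plus 3 SD, cut at about 21% in these data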;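 further: 0% = DMSO alone and 100% = DMSO wells spiked with extra 5 µM PC-3 D3A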
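material = Procaspase-3 D3A mutant | probe or stimulus = Ac-DEVD-pNA | compound = single dose, 8.5 µM nominal compound, 0.8% DMSO | timing = 1 h preincubation, 2 h reaction | measured by = 405 nm absorbance of p-nitroaniline, reads at 0 and 120 min | benchmarks = DMSO-only low control, 5 µM PC-3 D3A high control | repeats = singlicate, each compound tested once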
VLA-4 inh: inhibition in a human VLA-4 binding assay | 0.2% of 330,000 active | P13612 | inhibition, % (about 7 µM as worked out from the volumes in the protocol) | AID 2557 | VLA-4 expressing cells, ligand binding flow cytometry; in the data active means inhibition above about 50%
Target sequence (P13612 whole entry, looked up): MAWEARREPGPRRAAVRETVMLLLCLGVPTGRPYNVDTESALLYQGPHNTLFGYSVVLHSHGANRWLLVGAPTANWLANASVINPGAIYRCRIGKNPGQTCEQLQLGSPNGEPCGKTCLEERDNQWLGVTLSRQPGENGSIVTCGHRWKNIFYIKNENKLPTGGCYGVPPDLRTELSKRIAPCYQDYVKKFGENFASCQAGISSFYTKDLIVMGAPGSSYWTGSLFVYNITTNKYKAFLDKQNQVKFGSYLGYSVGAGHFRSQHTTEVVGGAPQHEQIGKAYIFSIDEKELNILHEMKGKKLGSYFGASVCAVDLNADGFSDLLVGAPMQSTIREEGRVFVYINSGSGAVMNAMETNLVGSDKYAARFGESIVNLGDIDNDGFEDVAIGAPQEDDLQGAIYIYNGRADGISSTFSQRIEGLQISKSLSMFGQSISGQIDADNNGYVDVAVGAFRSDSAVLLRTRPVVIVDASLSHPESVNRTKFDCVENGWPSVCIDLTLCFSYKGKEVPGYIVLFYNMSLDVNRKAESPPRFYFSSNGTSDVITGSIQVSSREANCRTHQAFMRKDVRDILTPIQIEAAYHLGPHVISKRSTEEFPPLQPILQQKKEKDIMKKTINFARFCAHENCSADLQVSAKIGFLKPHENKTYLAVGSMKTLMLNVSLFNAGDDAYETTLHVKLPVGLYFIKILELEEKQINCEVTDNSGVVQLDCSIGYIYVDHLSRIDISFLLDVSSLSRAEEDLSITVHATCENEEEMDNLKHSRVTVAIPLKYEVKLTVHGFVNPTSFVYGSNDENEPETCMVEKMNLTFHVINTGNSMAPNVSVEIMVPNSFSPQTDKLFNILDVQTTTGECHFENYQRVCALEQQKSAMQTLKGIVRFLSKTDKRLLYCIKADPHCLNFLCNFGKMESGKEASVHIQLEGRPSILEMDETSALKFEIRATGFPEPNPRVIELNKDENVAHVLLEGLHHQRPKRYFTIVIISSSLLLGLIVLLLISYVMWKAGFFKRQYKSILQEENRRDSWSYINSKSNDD
The depositor's hits bear a star; i = inactive; . = not tested or not shown; & = joins results of further samples.

SMILES	JMJD2C inh	GRK2 inh	PP1 inh	core dimer inh	proCasp7 act	CTSL1 counter	PP5 inh	proCasp3 act	VLA-4 inh
COc1ccc2sc(-c3ccc(SC)cc3)c(C#CC(C)(C)O)c2c1	0	13	-3	.	-5	.	2.7	-1	-15
COCCOC(=O)C1=C(C)NC(=O)NC1c1cccc(F)c1 (configuration not stated)	8	0	0	2	-1	-6	1.1	-1	7
O=C(CN1CCSCC1)N/N=C/c1ccc(F)c(F)c1	-9	0	0	-4	-4	-5	3.8	-2	0
CCOC(=O)N1CCC(NC(=O)c2ccc(CS(=O)c3cccc(Cl)c3)o2)CC1 (configuration not stated)	2	0	1	-15	2	-5	2.0	4	0
Cc1ccc(S(=O)(=O)Cn2nnnc2C(C(C)C)N2CCN(Cc3ccco3)CC2)cc1 (configuration not stated)	2&4	0	-3	8	-3	1	0.9	-5	0
CN(C)c1nc2ccccc2c(N)c1-c1ccccc1	2	1	-1	-5	9	2	-0.4	-3	15
CN(C)C(=O)NCc1ccc(S(N)(=O)=O)cc1	1	0	0	-1	3	0	-0.5	3	7
COc1ccc(C(=O)NC2CCN(C(=S)Nc3ccccc3C)CC2)cc1	2	0	-1	-3	3	2	0.6	-4	-2
COC(=O)C1CCN(C(=O)COC(=O)c2n[nH]c3ccccc23)CC1	15	1	-2	1	-4	-3	3.8	0	-3
Cc1cccc(C)c1NC(=O)C(NC(=O)c1ccccn1)c1ccc([N+](=O)[O-])cc1 (configuration not stated)	23	6	-10	3	3	-1	-1.0	-3	10
CC1(C)CC(=O)C(C2=NC3(CCCCCC3)Cc3ccccc32)=C(O)C1	14	1	-7	1	1	-3	2.1	3	0
COc1ccc(C2=Nc3ccc(C)cc3C(c3ccccc3)N2CC(=O)NN)cc1 (configuration not stated)	5	0	3	2	-1	10	1.4	1	12
CC1CCCCN1CCCn1c(=S)[nH]c2ccccc2c1=O (configuration not stated)	-1	0	-1	-2	7	0	-2.0	2	-1
O=C(NCCCN1CCCC1=O)c1ccc(Cl)c(NS(=O)(=O)c2ccc(F)cc2)c1	21	2	1	-2	3	2	-2.9	-5	0
CC1CCN(CCNC(=O)c2ccc3c(=O)n(Cc4ccc(Cl)cc4)c(=S)[nH]c3c2)CC1	3	0	-1	-5	0	-3	0.8	7	14
NC(=O)CSc1cn(CCNC(=O)c2cccs2)c2ccccc12	-2	0	0	2	-9	4	-0.2	-13	-11
CCCNC(=O)c1c(Cl)cnn1-c1ccc(C)cc1	4	5	-1	5	4	5	2.0	0	-2
N/C(=N\NS(=O)(=O)c1ccccc1Cl)c1ccccn1	1	0	2	-3	6	0	3.7	5	2
CC(=O)Nc1cc2c(cc1C(C)=O)OCCO2	-7	0	-4	0	6	-2	-3.6	-10	11
O=C(NCc1cccnc1)C1CCN(S(=O)(=O)c2cccnc2)CC1	7	0	-3	-2	-13	-3	3.0	-6	8
Cc1ccc(CC(=O)N2CCC(c3nc4c(nnn4Cc4ccccc4)c(=O)[nH]3)CC2)cc1	-2	3	3	-25	-1	0	-0.8	4	-2
Cc1ccc2nc(/C(C#N)=C/c3ccc(-c4cccc([N+](=O)[O-])c4)o3)[nH]c2c1	-6	0	5	2	-10	2	5.2	-5	-120
O=C(NCCc1cccc(Cl)c1)c1cccs1	-7	0	-5	-6	7	-5	1.1	11	19
COc1ccc(C)cc1NC(=O)Cn1cnc2sc(C)c(S(=O)(=O)N3CCOCC3)c2c1=O	18	16	-3	-2	11	-3	3.2	3	11
CN(C)CCCN1C(=O)c2cccc3c(Br)ccc(c23)C1=O	23	0	4	-5	-8	5	1.3	-3	-20

Overlap with the part before: three entries; new compounds follow.
SMILES	JMJD2C inh	GRK2 inh	PP1 inh	core dimer inh	proCasp7 act	CTSL1 counter	PP5 inh	proCasp3 act	VLA-4 inh
O=C(NCCc1cccc(Cl)c1)c1cccs1	-7	0	-5	-6	7	-5	1.1	11	19
COc1ccc(C)cc1NC(=O)Cn1cnc2sc(C)c(S(=O)(=O)N3CCOCC3)c2c1=O	18	16	-3	-2	11	-3	3.2	3	11
CN(C)CCCN1C(=O)c2cccc3c(Br)ccc(c23)C1=O	23	0	4	-5	-8	5	1.3	-3	-20
O=c1ccc(Cl)cn1Cc1ccccc1F	-3	8	-4	5	-7	0	-1.7	8	5
COc1c(C(=O)Nc2ccccc2N2CCOCC2)cc2ccccc2c1Br	-1	0	2	15	5	1	-0.7	-2	-7
CCC(C(=O)Nc1cc(F)ccc1F)n1nc(C)c2c(C)n(-c3ccc(C)cc3)nc2c1=O (configuration not stated)	-6	2	7	13	-2	-3	4.4	4	10
Cc1cccc(-c2noc(CCC(=O)NC3CCCCC3)n2)c1	-9	0	-5	4	7	-2	-0.7	3	11
Clc1ccc(OCCN2CCN(c3ncnc4sccc34)CC2)cc1	.	0	-2	-4	-14	2	0.3	3	-7
CN1CCN(Cc2cc(Cl)c3cccnc3c2OC(=O)c2cccs2)CC1	11	0	5	0	-2	-2	1.8	1	-2
CCCN1CCN(S(=O)(=O)c2ccc3c(c2)OCCO3)CC1	3	2	-6	1	1	0	1.6	6	2
Cc1ccc(S(=O)(=O)N2CCCCC2)cc1NC(=O)Cn1ccc(C(F)(F)F)n1	0	0	-2	8	-1	3	0.3	9	3
NC(=NCCc1c[nH]c2ccccc12)NC(=O)c1ccc(Cl)cc1	-10	1	4	-4	-19	-4	-0.8	7	27
CCN(CC)C(=O)c1nc[nH]c1C(=O)N(C)Cc1ccccc1	4	2	-5	.	7	.	-1.2	-3	-4
CCCc1oc(C(=O)O)cc1CN1CCOCC1	0	0	-5	4	-2	1	2.0	0	-3
COc1ccccc1NC(=S)N(CCCN1CCOCC1)Cc1ccccn1	0	2	-1	-12	1	5	-1.9	0	2
O=C(COC(=O)c1ccc(S(=O)(=O)NCc2ccco2)cc1)NCCC1=CCCCC1	3	0	3	44	6	-2	-0.7	-7	0
CCc1ccc(NC(=S)NC2CCN(Cc3ccccc3)CC2)cc1	1	0	1	-13	-2	-1	0.4	0	-1
COc1cc(C(C(=O)NC(C)(C)C)N(Cc2ccccc2)C(=O)c2cnccn2)cc(OC)c1OC (configuration not stated)	-25	3	-1	5	2	2	2.1	-1	13
COc1cc2c(cc1CNC[C@H]1O[C@@H](n3cnc4c(N)ncnc43)[C@H](O)[C@@H]1O)OCO2	31	0	.	.	-5	.	.	2	-10
COc1cc(C(=O)NCc2ccccn2)ccc1OCc1c(C)noc1C	-1	0	1	-4	6	1	-1.2	-1	19
Cc1ccccc1NC(=O)CN1C(=O)N/C(=C\c2ccc(N3CCOCC3)c(F)c2)C1=O	-10	1	-5	-3	-3	4	0.9	-1	14
COC(=O)N1C(=O)[C@](c2ccc(OC)cc2)(C(C)C)N1C(=O)OC	-13	2	-2	-9	2	-1	1.6	2	-8
CSCCC(N=C1NS(=O)(=O)c2ccccc21)C(=O)NCCc1ccccc1 (configuration not stated)	1	0	-2	1	-2	-2	1.7	3	4
COCCn1c(SCC#N)nnc1-c1ccccc1O	-3	0	-1	0	-2	-4	-0.5	7	2
Cc1csc(SCC(=O)Nc2cc(S(=O)(=O)N3CCOCC3)ccc2N2CCOCC2)n1	2	0	-4	5	6	3	-1.1	1	-4
COc1ccc(NC(=O)CSc2nnc(NC(=O)c3ccco3)s2)cc1	-18	14	1	0	7	-4	-4.4	8	20
CCOc1cc2c(cc1OCC)C(c1ccc(F)cc1)NCC2 (configuration not stated)	1	0	1	-5	-2	15	0.3	-10	-7
O=C1Nc2ncccc2OC1CCO (configuration not stated)	14	1	-1	-5	8	0	2.5	6	9
Continued.
SMILES	JMJD2C inh	GRK2 inh	PP1 inh	core dimer inh	proCasp7 act	CTSL1 counter	PP5 inh	proCasp3 act	VLA-4 inh
CCOc1ccccc1NC(=O)CSc1nc2ccccc2nc1N1CCCC1	0	8	4	13	-4	1	0.3	-3	0
CN(C(=O)COC(=O)C1c2ccccc2Oc2ccccc21)C1CCS(=O)(=O)C1 (configuration not stated)	-3	5	-2	-6	6	-1	0.1	0	9
Cc1nnc(N/N=C/c2cc(C)n(-c3ccc(F)cc3)c2C)n1N	4	0	1	-4	-22	1	0.4	-2	-1
O=C(CC1S/C(=N/N=C/c2c[nH]c3ccccc23)NC1=O)Nc1ccccc1 (configuration not stated)	3	1	5	3	-4	6	0.0	3	6
CC1(C)CC(=O)C2=C(C1)N(Cc1ccco1)C(=O)C2(O)C(F)(F)F (configuration not stated)	-8	1	-5	2	-10	0	-1.6	0	-3
CC(C)(C)c1ccc(OCC(=O)NNC(=O)C2CCCO2)cc1 (configuration not stated)	13	0	-4	-6	11	-7	-1.5	0	7
CCCCn1c(SCC(=O)Nc2cc(C)on2)nc2ccccc2c1=O	-13	0	-3	73*	4	-1	-1.1	3	10
CN1CCN(c2cc(N3CCN(C(=O)c4ccco4)CC3)c3c4c(onc24)-c2ccccc2C3=O)CC1	10	1	-1	-28	-3	-1	-2.0	0	i
O=C(O)c1cccnc1Sc1ccccc1Cl	-5	3	-3	4	-3	-1	-0.3	-8	.
CS(=O)(=O)c1ccc(Cl)c(NC(=O)CCl)c1	-8	0	-7	-2	-4	6	-2.8	-2	-1
CNC(=O)c1ccc(C)c(NC(=O)C2=C(C)OCCS2)c1	-15	1	-1	-2	3	-6	1.6	-9	16
CN1C(=O)/C(=C/c2ccc(OC(=O)c3ccco3)cc2)SC1=S	4	0	1	-7	4	-1	1.2	-1	-23
CCOC(=O)c1sc2nc(C)cc(C)c2c1NC(=O)c1ccco1	-20	2	0	-3	11	-2	1.4	1	3
CCc1ccccc1NC(=O)CN(C)S(=O)(=O)c1ccc(-c2ccc(=O)[nH]n2)s1	4	1	0	12	1	0	2.4	-2	18
Cc1cccc(NC(=S)NC2CCCCCC2)c1C	-13	0	0	-4	-1	-4	2.6	-1	3
COc1ccc2c(c1)CCc1c(C(=O)N3CCOCC3)noc1-2	1	0	-1	-1	-5	4	-0.5	1	-4
O=C(Cn1cnc2cc([N+](=O)[O-])ccc2c1=O)Nc1ccccc1Cl	-4	1	-2	10	12	3	-0.4	-3	-11
CCCCN(CC(=O)NCc1ccc(Cl)cc1)S(=O)(=O)c1ccc2c(c1)OCCO2	5	0	1	12	-1	0	-0.3	-5	2

Record cards, from the list above.
Entry for O=C(CC1S/C(=N/N=C/c2c[nH]c3ccccc23)NC1=O)Nc1ccccc1 (configuration not stated) → JMJD2C inh = 3; GRK2 inh = 1; PP1 inh = 5; core dimer inh = 3; proCasp7 act = -4; CTSL1 counter = 6; PP5 inh = 0.0; proCasp3 act = 3; VLA-4 inh = 6
Entry for CC1(C)CC(=O)C2=C(C1)N(Cc1ccco1)C(=O)C2(O)C(F)(F)F (configuration not stated) → JMJD2C inh = -8; GRK2 inh = 1; PP1 inh = -5; core dimer inh = 2; proCasp7 act = -10; CTSL1 counter = 0; PP5 inh = -1.6; proCasp3 act = 0; VLA-4 inh = -3

Source: PubChem BioAssay (several laboratories)
